KCNQ2 inh – KCNQ2 potassium channel inhibitors, primary screen, cell-based, CHO-K1, FluxOR thallium flux, B-score (AID 2156). B-score at 10 µM. O88943. 20 min; hits give low values. 310,000 tested, 1.1% active;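 active = fluorescence ratio B-score at most minus 3 library SDs, with starting brightness B-score within 2 library SDs, cut at about -5.5 in these data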
Kir21 inh – Kir2.1 (mouse) channel inhibition; HEK293-Kir2.1, FluxOR thallium flux fluorescence; hits give low values; 310,000 tested, 0.85% active; B-score at 10 µM;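 active = fluorescence ratio B-score at or below minus 3 SD of library scores, with starting-brightness B-score within 2 SD, cut at about -4.2 in these data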;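 note: channel flux triggered by added potassium and thallium sulfate stimulus; B-score of peak minus minimum fluorescence over baseline after thallium stimulus; more negative B-score means stronger Kir2.1 block with less thallium influx; some compounds called inactive have numbers as strong as hits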
Target sequence (P35561 whole entry, looked up): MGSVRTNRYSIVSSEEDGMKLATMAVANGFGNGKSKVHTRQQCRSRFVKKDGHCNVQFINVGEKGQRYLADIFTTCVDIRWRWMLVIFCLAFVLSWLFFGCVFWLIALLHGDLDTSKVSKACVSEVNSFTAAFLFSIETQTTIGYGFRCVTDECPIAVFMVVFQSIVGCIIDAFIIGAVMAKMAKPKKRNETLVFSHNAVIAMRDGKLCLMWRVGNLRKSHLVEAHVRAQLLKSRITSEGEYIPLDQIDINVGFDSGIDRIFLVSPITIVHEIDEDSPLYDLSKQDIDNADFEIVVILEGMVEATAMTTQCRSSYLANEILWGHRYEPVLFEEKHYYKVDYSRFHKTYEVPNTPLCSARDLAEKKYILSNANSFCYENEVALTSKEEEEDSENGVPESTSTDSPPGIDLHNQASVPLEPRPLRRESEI
Active calls of the source: *; i = inactive.

Below each compound: KCNQ2 inh	Kir21 inh
> CCOC(=O)C(O)(c1ccc(NC(=S)NC(=O)c2ccc(Cl)cc2Cl)c(C)c1)C(F)(F)F (centres undefined)
    i	0.52
> CCN1C(=O)NC(=O)/C(=C/c2cc(C)n(-c3sc(C)c(C)c3C#N)c2C)C1=O
    i	0.02
> CCOc1ccc(CN2CCCC(C(=O)c3ccccc3OC)C2)cc1 (centres undefined)
    i	-2.55
> CC1(C)CN=C(NCc2ccccc2)S1
    i	-0.35
> Cc1ccc(-n2c(O)c(C=NCc3cccnc3)c(=O)[nH]c2=O)cc1C
    i	-0.67
> COCCCn1c(N)c(C(=O)OCCOC)c2nc3ccccc3nc21
    i	0.94
> O=P1(NCCCn2cc[n+](Cc3nc4ccccc4[nH]3)c2)C=C(c2ccccc2)OC(c2ccccc2)=C1
    i	-1.93
> CN1CCN(c2ccc3c(c2)S(=O)(=O)c2ccccc2C3=O)CC1
    i	-1.59
> Cc1c(P(=S)(c2ccccc2)c2ccccc2)[n+]2ccccc2n1C
    i	0.78
> COc1ccc(N2C(=O)NC(=O)C(CCc3ccncc3)(CCc3ccncc3)C2=O)cc1
    i	0.63
> CCCC(=O)OCC[N+](C)(C)C
    i	-0.5
> COc1ccc(-[n+]2c(-c3ccccc3)cc(-c3ccc(C)cc3)cc2-c2ccccc2)cc1
    -10.1*	-12.8*
> OCC[n+]1c2ccccc2nc2ccc(N3CCOCC3)cc21
    i	2.91
> Cc1c(NC(NC(=O)CF)C(Cl)(Cl)Cl)c(=O)n(-c2ccccc2)n1C (centres undefined)
    i	1.19
> CC1=CC(=C2C(=O)NC(=O)NC2=O)C=C(C(F)(F)F)N1C(C)C
    i	-0.85
> CCOC(=O)C(O)(c1ccc(N(CC)S(=O)(=O)c2ccc(C)cc2)cc1)C(F)(F)F (centres undefined)
    i	-0.56
> CCc1ccc(N2C(=O)CC(=O)NC2=O)cc1
    i	0.8
> CCOc1ccc(-c2c(C)n(-c3ccc(OCC)cc3)c3[n+]2CCCCC3)cc1
    i	-10.2*
> Cc1ccc(N=Nc2c(O)[nH]c(=O)[nH]c2=O)c([N+](=O)[O-])c1
    i	1.5
> c1ccc2sc(N3CCNCC3)nc2c1
    i	-0.35
> CC(C)(C)NS(=O)(=O)c1ccc(OCC(=O)N2CCN(Cc3ccccc3)CC2)cc1
    i	-1.58
> Cc1ccccc1C(=O)NC(Oc1ccccc1)C(Cl)(Cl)Cl (centres undefined)
    i	-0.12
> O=C(Nc1ccccc1)N1CCC2(CC1)OCCO2
    i	1.22
> CC(=O)OC1C2CCC1C(N1CCCCC1)CC2 (centres undefined)
    i	-0.66
> COc1ccccc1OP(=O)(Nc1ccc(Br)cc1)Oc1ccccc1OC
    i	0.43
> CC12CN3CCN(C1)CC(C)(C3)C2=NN
    i	0.4
> CCOP(=O)(OCC)C(O)c1ccc2c(c1)OCO2 (centres undefined)
    i	2.66
> COc1ccc(C(=O)C2CCCN(C3CSCCSC3)C2)cc1OC (centres undefined)
    i	0.98
> CCC(=O)OC1(Cc2ccc(CC)cc2)CC(C)N(C)CC1C (centres undefined)
    i	-1.43
> Cc1cc([N+](=O)[O-])c2ccccc2[n+]1[O-]
    i	-0.54

3 of the compounds above, in markdown:
| mol | KCNQ2 inh | Kir21 inh |
| --- | --- | --- |
| CC(C)(C)NS(=O)(=O)c1ccc(OCC(=O)N2CCN(Cc3ccccc3)CC2)cc1 | i | -1.58 |
| O=P1(NCCCn2cc[n+](Cc3nc4ccccc4[nH]3)c2)C=C(c2ccccc2)OC(c2ccccc2)=C1 | i | -1.93 |
| CCOC(=O)C(O)(c1ccc(N(CC)S(=O)(=O)c2ccc(C)cc2)cc1)C(F)(F)F (centres undefined) | i | -0.56 |

Entries of single compounds from above. Values in the order: KCNQ2 inh	Kir21 inh
Shown for COc1ccc(N2C(=O)NC(=O)C(CCc3ccncc3)(CCc3ccncc3)C2=O)cc1 = i	0.63
Shown for OCC[n+]1c2ccccc2nc2ccc(N3CCOCC3)cc21 = i	2.91
Shown for Cc1ccc(-n2c(O)c(C=NCc3cccnc3)c(=O)[nH]c2=O)cc1C = i	-0.67
Shown for O=P1(NCCCn2cc[n+](Cc3nc4ccccc4[nH]3)c2)C=C(c2ccccc2)OC(c2ccccc2)=C1 = i	-1.93
Shown for CCOP(=O)(OCC)C(O)c1ccc2c(c1)OCO2 (centres undefined) = i	2.66

Further compounds
Below each compound: KCNQ2 inh	Kir21 inh
> CC(=O)c1ccc2c(c1)C1C(Cl)C(Sc3ccccc3[N+](=O)[O-])CC1C(c1ccccc1[N+](=O)[O-])N2 (centres undefined)
    i	0.82
> COC(=O)C(O)(c1ccc(N(C)C(=O)OC(C)C)cc1)C(F)(F)F (centres undefined)
    i	1.46
> O=[N+]([O-])c1ccc(N2CCCCCC2)c2nonc12
    i	-9.02
> Cc1cccc(-n2c(O)c(C=NC34CN5CN(CN(C5)C3)C4)c(=O)[nH]c2=O)c1
    i	-0.33
> O=S(=O)(c1ccc(Cl)cc1)N1CN2CCN(C2)C1
    i	1.45
> CCCCC(=O)N/N=C/c1c(O)n(CCCC)c(=S)[nH]c1=O
    i	-0.2
> O=c1c2ccccc2nc(Cc2ccccc2)n1-c1cccc(O)c1
    i	0.4
> c1ccc(CC2CCCCN2)cc1 (centres undefined)
    i	0.84
> CCC1(C)OC(c2ccccc2)=C/C(=C/C=C2C(=O)NC(=O)NC2=O)O1 (centres undefined)
    i	-1.38
> Cc1nc2c(C(=O)N3CCC4(CC3)OCCO4)cnn2c(C)c1Cc1cccc(Cl)c1
    i	0.86
> CCOP(=O)(OCC)C(NC(=O)c1ccccc1)=C(Cl)Cl
    i	1.12
> Cc1cccc(OP(=O)(Oc2cccc(C)c2)OC(c2ccccc2)C(F)(F)F)c1 (centres undefined)
    i	-0.8
> CC(C)CCNC(=O)c1cc(C(=O)c2cc(Br)ccc2O)cn(CCC(C)C)c1=O
    i	-0.37
> CCOP(=O)(OCC)C(O)c1ccccc1 (centres undefined)
    i	-0.05
> CCCC12CN3CCN(C1)CC(CCC)(C3)C2=O
    i	0.12
> CCCCCCC(=O)N/N=C/c1c(O)n(C(C)CC)c(=S)[nH]c1=O (centres undefined)
    i	0.13
> CCOC(=O)c1c(C)n(CC(O)CN2CCOCC2)c2cc(Br)c(OC)cc12 (centres undefined)
    i	-1.61
> CC[C@H]1CC2CN3CCc4c([nH]c5ccccc45)C(C(=O)OC)(C2)C13 (some centres undefined)
    i	-2.28
> CC(=NCCc1ccccc1)c1c(O)[nH]c(=O)[nH]c1=O
    i	-1.15
> CCC(NC(=O)OC(C)(C)C)C(=O)Oc1cc(C)cc2oc(=O)c3c(c12)CCC3 (centres undefined)
    i	-1.24
> COc1c(C=C2C(=O)NC(=O)NC2=O)c(CCN(C)C(=O)c2ccccc2)cc2c1OCO2
    i	-4.51*
> Cc1ccc(-c2nc3ccc(C)cn3c2CC(=O)N(C)C)cc1
    i	0.52
> Cc1cccc(-c2nc3ccccc3c(=O)n2-n2cccc2)c1
    i	0.01
> O=C1NC(=O)N(Cc2ccco2)C(=O)/C1=C/c1ccc(-c2cccc([N+](=O)[O-])c2)o1
    i	0.4
> O=C1Nc2ccccc2/C1=C/c1cnc[nH]1
    i	-1.98
> Cc1ccc(NC(=O)CSc2nnc([C@@H](N)Cc3c[nH]c4ccccc34)o2)c(C)c1
    i	-1.84
> O=C1Nc2ccccc2C1Cc1nc2ccccc2c(=O)n1-c1ccccc1 (centres undefined)
    i	1.15
> OC1/C(=C/c2ccc(F)cc2)N2CCC1CC2 (centres undefined)
    i	0.68
> O=C(O)c1cc(Oc2ccc(C(F)(F)F)cc2Cl)ccc1[N+](=O)[O-]
    i	1.06
> CC(=O)OC(C)(C)/C=C/C(=O)C(C)(O)C1[C@H](O)C[C@@]2(C)C3CC=C4C(CC[C@@H](O)C4(C)C)[C@]3(CO)C(=O)C[C@]12C (some centres undefined)
    i	-1.15
> CC(O)(CS(=O)(=O)c1cccc(C(F)(F)F)c1)C(=O)Nc1ccc(C(F)(F)F)cc1 (centres undefined)
    i	0.11
> Cc1ccc(C)c(OCC(=O)N2CCCN(C)CC2)c1
    i	-0.02
> Cc1cccc(-n2c(-c3ccco3)nc3ccccc3c2=O)c1C
    i	-0.94
> OC(c1ccccc1)(c1ccccc1)c1ccncc1
    i	-0.9
> CN1CCN(Cc2nnc3n2-c2ccc(Cl)cc2C(c2ccccc2)=NC3)CC1
    i	-0.36
> CC(=NCC1CCCO1)c1c(O)n(-c2ccccc2)c(=O)[nH]c1=O (centres undefined)
    i	-0.76
> CCN1CCN(C(c2cccs2)C(C)NC(=O)Oc2ccccc2)CC1 (centres undefined)
    i	0.46
> CCCC(C)n1[nH]c(=O)c2c1NC(=O)CSC2c1ccc(OC)cc1 (centres undefined)
    i	-0.23
> O=C(Cn1nc(-c2ccc(Cl)cc2)ccc1=O)N1CCC2(CC1)OCCO2
    i	-0.02
> CS(=O)(=O)NCc1nnc2n1-c1ccc(Cl)cc1C(c1ccccc1)=NC2
    i	0.05
> c1ccc(CN2CCc3nc4ccccc4cc3C2)cc1
    i	0.98
> C/C(=N\N=C(N)N)c1ccccc1
    i	0
> COc1ccc(N=Cc2c(O)n(C)c(=O)n(C)c2=O)cc1
    i	1.12
> CN(C)c1ccc(C=C(C#N)C#N)cc1
    i	0.85
> CN1CCN2c3ccccc3CC3(C(=O)N(C)C(=O)N(C)C3=O)C2C1 (centres undefined)
    i	0.47
> Cc1ccsc1C(=O)C1CCCN(Cc2cnn(C(C)C)c2)C1 (centres undefined)
    i	0.32
> O=C(Nc1ccc(Cl)cc1C(=O)c1ccccc1Cl)c1ccco1
    i	-0.82
> Cc1nc2ccccc2c(=O)n1-c1ccc(Br)cn1
    i	-0.06
> C/C=C1/CN2C3CC1C(CO)(C(=O)OC)C2Cc1c3n(C)c2ccccc12 (centres undefined)
    i	-0.28
> Cc1c(C=O)c2ccccc2n1Cc1cccc(F)c1
    i	-0.68
> N#CC(C#N)=C(C#N)c1ccc(Nc2ccccc2)cc1
    i	-2.59
> COC(=O)CNC(=O)c1cn(CCC#N)nc1-c1ccc(F)cc1
    i	-0.05
> Clc1ccc2c(c1)C(c1ccccc1Cl)=NCc1nnc(Br)n1-2
    i	0.16
> O=C(COc1ccccc1)N1CCN(CC2CC=CCC2)CC1 (centres undefined)
    i	-0.47
> Cc1ccc(C2C(=O)NC(=O)NC2=O)cc1
    i	0
> CCCNC1=C(C)C(=O)C2=C(C1=O)C(COC(N)=O)[C@]1(OC)C3NC3CN21 (some centres undefined)
    i	-0.09
> COC(=O)C1=C(c2ccc(S(C)(=O)=O)cc2)C[C@@H]2CC[C@H]1N2C(=O)NCCNC(C)=O
    i	2.22
> CCOC(=O)c1c(NC(=O)C(c2ccccc2)c2ccccc2)sc2c1C1CCN2CC1
    -7.24*	0.71
> C=CCn1c(O)c(C(C)=NC(C)c2ccccc2)c(=O)[nH]c1=O (centres undefined)
    i	0.62
> O=C(COc1ccc2c3c(c(=O)oc2c1)CCC3)N1C[C@H]2C[C@@H](C1)c1cccc(=O)n1C2
    i	-1.5

Remaining list, next part
Below each compound: KCNQ2 inh	Kir21 inh
> Cc1nn(Cc2ccccc2)c(C)c1C(=O)NCc1ccccc1
    i	0.75
> c1ccc2cc(CC3=NCCN3)ccc2c1
    i	-0.15
> c1cc2n(c1)-c1c(ccc3c1OCO3)CNC2c1ccc2c(c1)OCO2 (centres undefined)
    i	-3.12
> Oc1cc2c(cc1O)[C@H]1c3ccccc3CN[C@@H]1CC2
    i	-1.35
> O=C(CCc1nnc2ccc(NCc3ccccc3Cl)nn12)N1CCC2(CC1)OCCO2
    i	0.83
> CC(=O)CC(C)(C)n1c[n+](C)nn1
    i	0.61
> O=C1NC(=O)C(=Cc2ccc(N3CCOCC3)o2)C(=O)N1
    i	-3.49
> COC(=O)C(O)(c1ccc(NC(=O)NC2CCCCC2)cc1)C(F)(F)F (centres undefined)
    i	0.02
> COc1ccc(O)c(C(C)(C)C)c1
    i	0.94
> NC(=S)/N=C/c1c(O)[nH]c(=O)[nH]c1=O
    i	0.01
> CN(C)c1cc(N)c2c(n1)CCC2 (tested in a mixture with another compound)
    i	-0.91
> CN(C)C(=O)Oc1ccc(-c2cn3cc(Cl)ccc3n2)cc1
    i	-0.55
> CCN(CC)c1ccc([N+](=O)[O-])c2cccnc12
    i	0.69
> CC1=Nc2cc(C(=O)N3CCC4(CC3)OCCO4)ccc2Sc2ccc(Cl)cc21
    i	0.92
> CC(Cc1ccccc1)NC(N)=O (centres undefined)
    i	-0.64
> COc1ccc(C(=O)C2CCCN(Cc3ccc(F)cc3F)C2)cc1F (centres undefined)
    i	-2
> O=C(Cn1cnc2ccccc2c1=O)NCC(=O)N1CCC2(CC1)OCCO2
    i	0.48
> O=C(CCN1CCCCC1)NCC(=O)Nc1ccc(Br)cc1C(=O)c1ccccc1
    i	-3.15
> COc1ccc(-n2c(C)nc3cc(C(=O)N4CCC5(CC4)OCCO5)ccc32)cc1
    i	-0.02
> O=c1[nH]c(O)c(C=Nc2ccccc2[N+](=O)[O-])c(=O)[nH]1
    i	1.94
> CCOc1ccc(CC2C(=O)NC(=O)N(c3ccc(CC)cc3)C2=O)cc1 (centres undefined)
    i	-0.25
> COc1cc(NC(=O)CN2C3CCC2CC(O)(c2cccnc2)C3)cc(OC)c1 (centres undefined)
    i	-1.04
> CN(C)CC1Oc2ccccc2OC1(O)c1ccccc1 (centres undefined)
    -8.59*	-0.35

The list is partial; count on the stated rates, not on these rows.
